RMI FANCM FP: disruptors of RMI1/RMI2 association with MM2 peptide – biochemical, fluorescence polarization, human, primary screen; RMI core complex with F-MM2 peptide; active compounds read low; 0.58% of 70,000 active; FP signal (polarization) at 33 µM; RMI core complex (RMI1/RMI2) binding to FANCM MM2 peptide, human; in the data active means FP signal below about 40; further: inactives centre near 61; strong numbers were not always called active; unit not given here
The depositor's hits bear a star; & = joins results of further samples. An excerpt; the hit share may differ from the screen's.

SMILES	RMI FANCM FP
C=CCN1C(=O)C(C)(C)COc2ccc(N)cc21	71
Cc1ccc(SCC(=O)Nc2nnc(-c3ccc(F)cc3)o2)cc1	52
CCOC(=O)/C(C#N)=C\Nc1cc(OC)cc2cccnc12	54
CCOc1cccc2cc(C(=O)N3CCN(c4ccccc4)CC3)oc12	71
Cc1c(-c2c(C#N)cnn2-c2ccc([N+](=O)[O-])cc2)sc2ccc(Cl)cc12	57
O=C(Nc1nc(-c2ccc3c(c2)OCCO3)cs1)c1ccc(Cl)s1	68
CC1=NN(c2cc(Cl)ccc2Cl)C(=O)C1	59
Cc1nc(-n2nc(-c3cccs3)cc2N)[nH]c(=O)c1C	68
O=C1CCc2cc(NC(=O)c3cc(Cl)ccc3Cl)ccc2N1	69
Cc1cc(C)c(NC(=O)CSc2nc3c(-c4ccccc4)c[nH]c3c(=O)n2C)c(C)c1	102
O=C(NCc1nnc(SCc2c(F)cccc2Cl)o1)c1cccc(C(F)(F)F)c1	59
O=C(c1ccccc1C(F)(F)F)N1CCN(c2ccc3nnc(C4CC4)n3n2)CC1	62
O=C(Cc1ccc(F)cc1)NCc1ccsc1	67
CCn1c(=NC(=O)C2CCCN2S(=O)(=O)c2cccs2)sc2c3ccccc3ccc21 (stereo unspecified)	61
Cc1nn(-c2ccccc2)c2c1c(=O)n(C)c1ccccc21	54
Nc1ccc(S(=O)(=O)Nc2ccnn2-c2ccccc2)cc1	64&55&59
O=S(=O)(c1cccc2cccnc12)N1CCN(c2ccc(F)cc2)CC1	65
CCC(C)(C)c1ccc(OCCCC(=O)N2CCN(Cc3ccccc3)CC2)c(C(C)(C)CC)c1	59
O=C(Nc1ccc(N=Nc2ccccc2)cc1)c1ccc(F)cc1	49
O=C(NCc1ccco1)C(=O)NCC1OCCN1S(=O)(=O)c1cccs1 (stereo unspecified)	56
CCc1ccc(S(=O)(=O)c2cnc(SCC(=O)Nc3ccc(C)c(Cl)c3)[nH]c2=O)cc1	66
COC(=O)[C@H]1[C@H]2C[C@H]3c4[nH]c5ccccc5c4CCN3C[C@@H]2CC[C@@H]1O	76
Cc1cccc(NC(=O)Nc2ccc(C(C)(C)C)cc2)n1	58
O=[N+]([O-])c1ccc(C=Nc2ccc(-c3csnn3)cc2)cc1	63
O=C(Oc1ccc2ccccc2c1)c1ccc([N+](=O)[O-])cc1Cl	57
CCN1C(=O)c2cc(NC(=O)Cc3ccc(OC)c(OC)c3)ccc2Oc2ccccc21	55
CCOc1ccc(-n2c(SCc3nc(-c4ccc(F)cc4)no3)nc3ccsc3c2=O)cc1	86
COc1cccc(N2CC(NC(=O)Nc3ccccc3C(N)=O)CC2=O)c1 (stereo unspecified)	64
CC(Sc1ccc(Cl)cc1)C(=O)Nc1nnc(C(C)C)s1 (stereo unspecified)	61
NC(=O)c1cc(-c2ccccc2)sc1NC(=O)C1COc2ccccc2O1 (stereo unspecified)	52
O=C(O)c1cc(=O)[nH]c2c(Cl)cc(Cl)cc12	54
NCCn1ncccc1=O	72
O=C(CCCn1nc(-c2ccco2)ccc1=O)Nc1cccc(Cl)c1	68
Oc1cc(CN2CCCCCC2)c(O)cc1CN1CCCCCC1	59
O=C1/C(=C/c2c[nH]c3ccccc23)CSc2ccccc21	51
CSc1cccc(NC(=S)NCc2ccc(C#N)cc2)c1	62
CS(=O)(=O)c1ccc([N+](=O)[O-])c(NCCCC(=O)O)c1	67
CC(C)(C)c1csc(CN2CCN(S(=O)(=O)CCN3C(=O)CCCC3=O)CC2)n1	62
Cn1nc(-c2cccc(NS(=O)(=O)c3ccc(Cl)s3)c2)ccc1=O	54
Cn1c(-c2cccs2)n[nH]c1=S	48
O=C(NCCc1ccccn1)c1csc(Cc2c(Cl)cccc2Cl)n1	54
c1ccc(-n2cccc2)c(N2CCCCC2)c1	57
CC(=O)Nc1ccc(S(=O)(=O)Nc2ccc(S(=O)(=O)Nc3nc(C)cc(C)n3)cc2)cc1	57&56
O=C1c2ccccc2C(=O)N1Oc1ccc([N+](=O)[O-])c([N+](=O)[O-])c1	51
CCOc1ccc(-c2cc(=O)n(CC(=O)Nc3cc(C)on3)cn2)cc1	68
CCOc1ccc(S(=O)(=O)Nc2ccc3c(c2)CCCN3C(=O)c2ccccc2)cc1C	71
CC(C)(C)c1ccc(NC(=O)NCCn2nc(-c3cccnc3)ccc2=O)cc1	65
O=C(NCc1ccncc1)C(=O)Nc1ccc(F)c([N+](=O)[O-])c1	51
C=CCN1CCCC1CNC(=O)c1cc2[nH]nnc2cc1OC (stereo unspecified)	61
Cc1ccc(S(=O)(=O)Nc2ccc3c(c2)NC(=O)C(C)(C)CO3)cc1	63
Continued.
SMILES	RMI FANCM FP
COc1ccc(N2C(=O)CC3(CCCCC3)CC2=O)cc1OC	52
CCN(CC)CCCC(C)Nc1c2ccc(Cl)cc2nc2ccc(OC)cc12 (stereo unspecified)	-63&-65&-49
Cc1ccc(/C=N\NC(=O)CNC(=O)c2ccc(Cl)cc2Cl)o1	61
CCc1cccc2sc(N(CCN(C)C)C(=O)c3ccnn3C)nc12	70
CC(=O)Nc1ccc(S(=O)(=O)Nc2ccc3c(c2)C(=O)NCCO3)cc1	64
CCN(CC)c1ccc(/C=N\NC(=O)CNC(=O)c2cccc([N+](=O)[O-])c2C)cc1	61
COc1ccc(-c2nc(CCNC(=O)COc3ccccc3)cs2)cc1OC	59
O=C(Oc1cccnc1)C1c2ccccc2Oc2ccccc21	59
CC(C)(C)c1ccc(/C=C/C(=O)NCCc2c[nH]c3ccccc23)cc1	51&58
Cc1cc(-c2nc3cccnc3s2)ccc1NC(=O)c1ccc2ccccc2n1	1*
c1nc(N2CCCCCC2)c2ccsc2n1	76
Cc1ccc(-c2ncns2)cc1	58
CC1CNCCN1S(=O)(=O)c1cccc2cnccc12 (stereo unspecified)	50&56
Cn1nccc1C(=O)Nc1nc(-c2ccccn2)cs1	69
CC1=CC(=Nc2c(C)n(C)n(-c3ccccc3)c2=O)c2ccccc2C1=O	62
Clc1ccccc1OCc1nc(-c2ccc3c(c2)OCCCO3)cs1	56
CCCC(=O)Nc1ccc(C(=O)NCCNC(=O)c2ccccc2OC)cc1	66
Cc1ccccc1NC(=S)NNC(=O)c1ccncc1	57
CCn1nccc1C(=O)Nc1ccc(F)cc1	69
O=C(Cc1csc(NC(=O)c2ccc(=O)[nH]c2)n1)NCCc1c[nH]c2ccccc12	63
Cc1ccccc1NC(=O)Cn1nc2ccc(SC3CCCCC3)nn2c1=O	76
CCOc1ccc(-c2nc3c(c(SCC(=O)Nc4ccccc4)n2)Cc2cc(C)ccc2O3)cc1	60
COCc1nc2ccccc2[nH]1	59
O=C(CSc1nccn2nc(-c3ccccc3)cc12)Nc1ccc(Br)cc1	91
CCCOc1ccc(S(=O)(=O)NCc2ccsc2)cc1C	72
Cc1cc(O)c(C(c2cccnc2)c2c(O)cc(C)oc2=O)c(=O)o1	60
C=CCCCCCCCCCCCC(O)CC(O)COC(C)=O (stereo unspecified)	57
CCSc1ccc(Cc2nnc(NC(=O)c3ccc(N4C(=O)CCC4=O)cc3)o2)cc1	67
COC(=O)c1sc(-c2ccccc2)cc1NC(=O)c1ccccc1I	61
CCC(=O)N1CCc2ccc(NS(=O)(=O)c3ccc(Cl)cc3)cc2C1	70
Cc1ccc(-c2csc3nc(SCC(=O)Nc4c(C)cccc4C)n(-c4ccccc4)c(=O)c23)o1	95
O=C(CN1C(=O)CSC1=S)NNC(=O)c1ccncc1	64
COC(=O)c1ccccc1N=NNc1cccc(C(F)(F)F)c1	51
CCCCC(=O)Nc1cccc2c1C(=O)N(C)C2=O	56
COc1ccc(NC(=O)NCC(c2ccc3c(c2)CCCN3C)N2CCCC2)cc1OC (stereo unspecified)	69
COC(=O)c1ccc(Cn2nc(C3CC3)c3cnn(-c4cccc(Cl)c4)c3c2=O)o1	80
COc1ccc(CN2CCN(c3ncnc4scc(-c5ccc(Cl)cc5)c34)CC2)cc1F	60
CN(C)c1ccc(CCCNS(=O)(=O)c2ccc3ccccc3c2)cc1	71
Cn1nc(C2CC2)c2cnn(-c3ccc(F)cc3)c2c1=O	65
COc1ccc(NS(=O)(=O)c2cccc(C)c2)cc1	55

Some of the entries above, set out differently:
SMILES | RMI FANCM FP
C=CCN1C(=O)C(C)(C)COc2ccc(N)cc21 | 71
Cc1ccc(SCC(=O)Nc2nnc(-c3ccc(F)cc3)o2)cc1 | 52
CCOC(=O)/C(C#N)=C\Nc1cc(OC)cc2cccnc12 | 54
CCOc1cccc2cc(C(=O)N3CCN(c4ccccc4)CC3)oc12 | 71
Cc1c(-c2c(C#N)cnn2-c2ccc([N+](=O)[O-])cc2)sc2ccc(Cl)cc12 | 57
O=C(Nc1nc(-c2ccc3c(c2)OCCO3)cs1)c1ccc(Cl)s1 | 68
CC1=NN(c2cc(Cl)ccc2Cl)C(=O)C1 | 59
Cc1nc(-n2nc(-c3cccs3)cc2N)[nH]c(=O)c1C | 68
O=C1CCc2cc(NC(=O)c3cc(Cl)ccc3Cl)ccc2N1 | 69
Cc1cc(C)c(NC(=O)CSc2nc3c(-c4ccccc4)c[nH]c3c(=O)n2C)c(C)c1 | 102
O=C(NCc1nnc(SCc2c(F)cccc2Cl)o1)c1cccc(C(F)(F)F)c1 | 59
O=C(c1ccccc1C(F)(F)F)N1CCN(c2ccc3nnc(C4CC4)n3n2)CC1 | 62
O=C(Cc1ccc(F)cc1)NCc1ccsc1 | 67
CCn1c(=NC(=O)C2CCCN2S(=O)(=O)c2cccs2)sc2c3ccccc3ccc21 (stereo unspecified) | 61
Cc1nn(-c2ccccc2)c2c1c(=O)n(C)c1ccccc21 | 54
Nc1ccc(S(=O)(=O)Nc2ccnn2-c2ccccc2)cc1 | 64&55&59
O=S(=O)(c1cccc2cccnc12)N1CCN(c2ccc(F)cc2)CC1 | 65

Rewritten in CSV form: two of the compounds above.
mol,RMI FANCM FP
COC(=O)c1ccccc1N=NNc1cccc(C(F)(F)F)c1,51
O=C(CN1C(=O)CSC1=S)NNC(=O)c1ccncc1,64

Next part
SMILES	RMI FANCM FP
COc1ccc(S(=O)(=O)Nc2ccc3c(c2)N(C(C)=O)CC3)cc1F	73
Cc1c(C)c(C)c2[nH]c(SCc3nc(-c4ccc(Cl)cc4)no3)nc2c1C	56
COc1ccc(N(C)S(=O)(=O)c2ccsc2-c2nc(-c3cccc(C)c3)no2)cc1Cl	63
CC(=O)N=c1sc(S(N)(=O)=O)nn1C	55&55&62
O=C(NNC(=O)c1cccn(Cc2ccc(F)cc2)c1=O)c1ccc(F)c(F)c1	61
S=C(NCc1ccco1)SCc1cn2ccccc2n1	59
COCCn1cc(C(=O)Nc2cccc(C)n2)c2nn(-c3ccccc3)c(=O)c-2c1	56
COc1ccc(N2CCN(C(=O)C3CCN(c4ccc(-c5ccc(Cl)cc5)nn4)CC3)CC2)cc1	60
CC(=O)N1CCc2ccc(NS(=O)(=O)CCc3ccccc3)cc2C1	69
CCOC(=O)c1nn(-c2ccccc2C)c(=O)cc1OCC(=O)Nc1cccc2ccccc12	53
Cc1cc(C)c(C)c(S(=O)(=O)NCC(=O)N2CCN(c3ccccc3)CC2)c1C	73
Cc1ccc2sc(N3CCN(C(=O)c4ccn(C)n4)CC3)nc2c1C	68
CCn1ccc(C(=O)Nc2nc(-c3cc(Cl)ccc3Cl)cs2)n1	68
CCOc1ccc(-n2nnnc2CNC(=O)Nc2ccccc2Cl)cc1	55
CN=C(Nc1ccccc1OC)SC	52
COc1ccccc1-c1nnc2ccc(OCCNC(=O)c3ccc(F)c(F)c3)nn12	76
COc1ccc2nc(-c3ccc(C)c(NS(=O)(=O)c4cccc(Cl)c4)c3)cn2n1	68
Cc1cccc(C)c1NC(=O)C(=O)NCC1CCN(C2CCCC2)CC1	76
Cc1ccc(S(=O)(=O)NCCOc2ccc3nnc(-c4ccc(F)cc4)n3n2)s1	53
O=C(NCCn1ncc2c(=O)n(Cc3cccc(F)c3)cnc21)c1ccc2ccccc2c1	72
CCOC(=O)c1c(NC(=O)c2ccc(Cl)cc2Cl)sc2c1CCC2	68
O=C(N/N=C\c1ccc(OC(=O)c2ccco2)cc1)c1cc[n+]([O-])cc1	64
O=C(/C=C/c1ccco1)NCCc1csc2nc(-c3ccc(F)cc3)nn12	58
CN(C)S(=O)(=O)c1ccc(C(=O)NCCS(=O)(=O)N2CCc3ccccc3C2)cc1	54
CCOc1ccccc1NC(=O)COc1ccccc1C(C)C	69
Cc1ccc(NC(=O)CS(=O)(=O)c2cccs2)cc1F	64
CCn1c(=NC(=O)c2ccc(C(=O)OC)cc2)sc2cc(F)cc(F)c21	60
CCc1cc(C(=O)OC)c(NC(=O)C2SC(=Nc3ccccc3)N(c3ccccc3)C2=O)s1 (stereo unspecified)	59
CCOc1ccc(-c2nnc3c4ccccc4n(Cc4cccc(C)c4)cc2-3)cc1	139
CC(=O)c1ccc(NS(=O)(=O)c2cccc(C(F)(F)F)c2)cc1	50
CCOC(=O)Cc1csc(NC(=O)CSCC(=O)O)n1	53
O=C(CSc1nccn1Cc1ccc2c(c1)OCO2)Nc1ccccc1F	57
Cc1n[nH]c(=O)[nH]c1=O	65
COC(=O)c1ccsc1NC(=O)CN1C(=O)c2ccccc2C1=O	71
COC(=O)c1ccc(NC(=O)CSc2ccc(NC(=O)c3cccc(F)c3)nn2)cc1	114
CSc1nsc(SC)c1C(=O)NN1CCOCC1	61
Cc1cc(O)c(C(c2cccc(O)c2)c2c(O)cc(C)n(CCO)c2=O)c(=O)n1CCO	53
N/C(=N/OC(=O)Nc1cccc(Cl)c1)c1nccnc1Sc1ccc(Cl)cc1	82
COc1ccc(C)cc1NC(=O)CCCOc1ccc(C(C)(C)C)cc1	60
N/C(=N/O)c1c(-c2ccccc2)cc(-c2ccc(F)cc2)[nH]c1=O	55
COc1ccc(Cl)cc1NC(=O)c1csc2nc(-c3ccc(F)cc3)cn12	78
COc1c[nH]c(C(=O)Nc2nc(C)cs2)cc1=O	62
COC(=O)Cc1cccc2c(=O)c3ccccc3oc12	44
COc1cc(NC(C)CCCN)c2ncccc2c1 (stereo unspecified)	66&78&65
CC(=C(C#N)C#N)c1ccc(Cl)cc1	48
COC1=CC(=CN(O)c2ccccc2)C=C(OC)C1=O	63
CCOc1ccc(-c2cccc(NC(=O)c3ccco3)c2)nn1	55
Cc1ccc(S(=O)(=O)N(C(=O)c2ccccc2)c2c(Cl)c(Cl)c(O)c(Cl)c2Cl)cc1	62
CCC(=O)Nc1nc2cc3sc(NC(=O)CC)nc3cc2s1	62
Cn1c(=O)[nH]c(=O)c2c1nc(N1CCN(C(=O)c3ccco3)CC1)n2CCCSc1ncccn1	58

Assay outcomes (PubChem)
